Eya2 phos inh = qHTS Assay for Inhibitors of the Phosphatase Activity of Eya2; Protein phosphatase EYA2 (Homo sapiens), O00167; Potency, µM (titrated, usually from 76.9 µM), without a hit: at the highest dose activity, negative = inhibition, actives largely listed as inhibitors; recombinant Eya2, OMFP fluorescence dephosphorylation (OMFP is methylfluorescein phosphate); 0.006% of 330,000 active; note: potency is the fitted concentration of half-maximal effect; % is set by controls: 0 for no effect and ±100 for the full control effect
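Eya2 protein (added as 0.2 uM solution) was preincubated with compound for 10 min at ambient temperature in 50 mM HEPES pH 7.5, 50 mM NaCl, 5 uM MgCl2, 0.05% BSA, 1 mM DTT. OMFP (added at 50 uM) then reacted 10 min; fluorescence read at 485/525 nm.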
ELG1 repair inh = qHTS screen for small molecules that inhibit ELG1-dependent DNA repair in human embryonic kidney (HEK293T) cells expressing luciferase-tagged ELG1. 2.3% of 330,000 active. HEK293T ELG1-luciferase reporter, luminescence, 16 h; DNA damage induced by 5-fluorouridine. Potency, µM (titrated, usually from 46.1 µM), for the others: at the top dose activity change, negative = inhibition, hits mostly inhibitors; note: potency is the fitted concentration of half-maximal effect; % is set by controls: 0 for no effect and ±100 for the full control effect; nearly all actives have a fitted effect of over 55% in size
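In this reporter screen, reduction of luminescence relative to DMSO vehicle indicated activity. Compounds and 5-fluorouridine were added together to 2,000 cells per well, incubated for 16 hr at 37 °C, then developed with ONE-Glo.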
TSHR antagonist = Antagonists of the Thyroid Stimulating Hormone Receptor: HTS campaign | TSHR-expressing cells, TSH-stimulated cAMP HTRF, 2 h; hits give low values | activity change, negative = inhibition, % at 11.5 µM | 0.2% of 330,000 active;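 active = activity change below a set negative limit, meaning inhibition stronger than a set level, cut at about -70% in these data; inconclusive = activity change between two set negative limits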; note: % is set by controls: 0 for no effect and ±100 for the full control effect
Target sequence (P16473 whole entry, looked up): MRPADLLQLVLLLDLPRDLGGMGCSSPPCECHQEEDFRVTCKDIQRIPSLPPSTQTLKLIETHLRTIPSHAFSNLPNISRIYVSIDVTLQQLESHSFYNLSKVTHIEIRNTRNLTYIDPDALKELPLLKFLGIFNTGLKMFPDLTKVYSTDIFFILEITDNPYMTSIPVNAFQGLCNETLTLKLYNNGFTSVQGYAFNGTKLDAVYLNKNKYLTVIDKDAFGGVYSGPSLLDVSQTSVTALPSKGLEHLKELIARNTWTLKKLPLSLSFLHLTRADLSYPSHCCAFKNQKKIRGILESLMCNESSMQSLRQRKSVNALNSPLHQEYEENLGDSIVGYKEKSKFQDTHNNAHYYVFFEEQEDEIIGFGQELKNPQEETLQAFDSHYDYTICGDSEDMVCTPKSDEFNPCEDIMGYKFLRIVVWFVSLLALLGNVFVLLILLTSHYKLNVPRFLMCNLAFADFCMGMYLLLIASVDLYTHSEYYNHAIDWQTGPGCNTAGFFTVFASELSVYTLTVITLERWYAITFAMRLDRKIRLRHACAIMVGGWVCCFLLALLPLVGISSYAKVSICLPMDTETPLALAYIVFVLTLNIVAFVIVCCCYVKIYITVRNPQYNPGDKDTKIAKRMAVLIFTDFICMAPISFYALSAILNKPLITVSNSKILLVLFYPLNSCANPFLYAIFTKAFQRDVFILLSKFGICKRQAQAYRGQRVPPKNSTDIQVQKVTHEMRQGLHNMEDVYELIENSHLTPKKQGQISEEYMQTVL
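Competitive HTRF cAMP read-out (cryptate anti-cAMP antibody, cAMP-d2; 30 min, room temperature) in freshly harvested TSHR cells. Compounds added before TSH at EC80 (4nM final), followed by 2 hours' incubation at 37 deg C.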
TCR act = Activators of T cell receptors: qHTS campaign; AID 504894, 2011; Potency, µM (top dose mostly 9.22 µM), for inactives: at the top dose activation of IL-2 secretion, usual class: activators; primary human leukocytes, anti-CD3, IL-2 HTRF, 48 h; 330,000 tested, under 10 active; note: % of control where 0% means no effect
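IL-2 release read by HTRF sandwich (Eu cryptate donor, d2 acceptor, 665 nm emission) after 48 hr exposure of primary human leukocytes to compound together with anti-CD3 beads in the absence of co-stimulatory signals.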
KCNH2 WT inh = qHTS for Inhibitors of KCHN2 3.1: Wildtype qHTS. Voltage-gated inwardly rectifying potassium channel KCNH2 (Homo sapiens), Q12809. 0.37% of 340,000 active. U2OS, BacMam KCNH2, thallium flux FluxOr; hits give low values. AID 720551, 2013. activity change, % at 1.84 µM;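 active = maximum activity change below -70%; inconclusive = maximum activity change between -70% and -50%; inactive = maximum activity change above -50%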; note: % is set by controls: 0 for no effect and ±100 for the full control effect
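U2OS cells were transduced with wild-type KCNH2 virus (2.03 x 10^8 / mL) for 4 h at room temperature, then cultured overnight at 37 C. Thallium flux was read with FluxOr dye. Rate constants were normalized to DMSO controls.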
TRPV1 ag = HTS Assay for Compounds that Act as Agonists of the Vanilloid Receptor 1 | Transient receptor potential cation channel subfamily V member 1 (Homo sapiens), Q8NER1 | TRPV1-expressing cells, Fluo-8 calcium influx, agonist mode | activation, % at 8.33 µM | 0.19% of 320,000 active | AID 540275, 2011; in the data active = activation above about 80%; inconclusive = between about 30% and that limit; note: 0% is about no effect
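TRPV1-expressing cells were cultured overnight at 35.5C and loaded with Fluo-8 calcium dye for 40 to 90 min at room temperature. After a 10 s baseline, compound was added and calcium influx was read kinetically for 3 min (ex 480/em 520 nm).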
KCNH2 3.1 block = qHTS for Inhibitors of KCHN2 3.1: Mutant qHTS; Potassium voltage-gated channel subfamily H member 2, brain isoform KCNH2 3.1 (human); U2OS KCNH2 3.1, thallium flux FluxOr; hits give low values; activity change, % (tested at about 1.8 µM); 0.95% of 340,000 active; AID 720553, 2013;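 active = maximum activity change below -70%; inconclusive = maximum activity change from -70% to -50%; inactive = maximum activity change above -50%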;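 note: thallium influx rate constant from kinetic fluorescence after stimulation buffer; % is set by controls: 0 for no effect and ±100 for the full control effect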
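FluxOr-based Tl+ influx in U2OS cells transduced with KCNH2 3.1 virus; rate constants normalized to DMSO controls.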
USP2a block = qHTS Assay for Inhibitors of Ubiquitin-specific Protease USP2a Using CHOP2 as the Reporter | USP2 core, Ub-CHOP2 coupled fluorogenic reporter, 485/531 | Potency, µM (top dose mostly 38.3 µM), for the others: at the highest dose activity change, negative = inhibition, most hits filed as inhibitors | 0.01% of 330,000 active;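 note: potency is the fitted concentration of half-maximal effect; plate controls were DMSO wells for no effect and full inhibition by NEM control for full effect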
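USP2 core (10nM final) preincubated 30min RT with compound in 20mM Tris-HCl pH 8.0, 2mM CaCl2, 2mM beta-mercaptoethanol, 0.05% CHAPS; 25nM Ub-CHOP2 plus 25nM reporter substrate added, fluorescence (Ex485/Em531) read after 60min.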
Mito fusion yeast = qHTS Assay for Small Molecule Inhibitors of Mitochondrial Division or Activators of Mitochondrial Fusion; S. cerevisiae fusion-defective mutant growth rescue, CellTiterGlo 48 h; 0.23% of 320,000 active; Potency, µM (highest dose often 46.1 µM), for the others: at the top dose growth rescue (activation), usual class: activators;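 note: potency is the fitted concentration of half-maximal effect; % of control where 0% means no effect; nearly all actives have a fitted effect of over 45% in size; temperature-sensitive fusion mutants such as fzo1-1 at 37 °C on non-fermentable ethanol glycerol medium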
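S. cerevisiae fusion-defective temperature-sensitive mutants (e.g. fzo1-1, mgm1-5) grown 48 h at 37C in YPEG (ethanol/glycerol non-fermentable) medium with 23 nl compound per well; growth rescue read as CellTiterGlo luminescence.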
A-T KAP1 phos = qHTS Assay for Identifying a Potential Treatment of Ataxia-Telangiectasia. AID 485349, 2010. 0.19% of 320,000 active. […] A-T fibroblasts, KAP-1 phosphorylation AlphaLISA; neocarzinostatin DNA damage 30 min before lysis. Potency, µM (titrated, usually from 57.5 µM), for inactives: at the top dose activation, hits mostly activators; note: potency is the fitted concentration of half-maximal effect; % of control where 0% means no effect; nearly all actives have a fitted effect of over 45% in size
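ATM-like activity read as KAP-1 phosphorylation via AlphaLISA donor/acceptor antibody pairs after lysis and 6 hr at 25C. Cells were ATM-null patient fibroblasts ([…], hTERT), dosed 60 min, then exposed to the DSB inducer NCS for 30 min.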
An asterisk follows results filed as active; ? = inconclusive; nt = no result given; [ ] = another dose, or the depositor's remark. Unless noted, calls come from the whole dose curve; as a rule, active = well fitted curve in the direction sought with a large enough effect; inconclusive = small, poorly fitted or top-dose-only effect, or another doubt; inactive = no such curve, though single readings can be large; an effect the other way counts as inactive or inconclusive. The list is partial. The share of hits here may be higher or lower than overall.

SMILES	Eya2 phos inh	ELG1 repair inh	TSHR antagonist	TCR act	KCNH2 WT inh	TRPV1 ag	KCNH2 3.1 block	USP2a block	Mito fusion yeast	A-T KAP1 phos
O=C(Cc1ccsc1)NNC(=O)c1ccccc1O	7.9%	3.6%	5.6	1.0%	0.9	-7.5	21.9	3.2%	13.4%	7.7%
COC(=O)[C@]1(Cc2ccccc2)N[C@H](CN(C)C(C)=O)[C@@H]2C(=O)N(Cc3ccccc3)C(=O)[C@@H]21	6.6%	7.8%	45.1	0.4%	-7.4	nt	nt	-1.0%	nt	20.0%
Nc1ncnc2nc(SCC(=O)Nc3cccc(C(F)(F)F)c3)[nH]c12	21.5%	0.0%	-4.6	0.2%	-3.7	0.8	12.3	2.9%	0.7%	-2.0%
Cc1nc2n[nH]c(N)c2c2c1CCCC2	-3.9%	?	27.2	1.8%	-4.2	-10.5	2.5	1.5%	-2.9%	-4.1%
COc1ccc(Cl)cc1N1C(=O)CC(Sc2ccccc2N)C1=O (configuration not stated)	6.9%	-12.8%	2.6	-8.7%	-5.0	25.2	-0.7	-1.1%	6.0%	27.6%
CC1(C(=O)N/N=C/c2ccc3c(c2)OCO3)CC1(Br)Br (configuration not stated)	-11.7%	14.5%	-12.5	-2.4%	28.4	12.3	4.6	2.6%	-2.3%	-0.3%
Cn1nc(C(=O)NNC(=O)C2CSC3(C)CCC(=O)N23)c2ccccc2c1=O (configuration not stated)	24.7%	?	3.4	-0.4%	-10.2	-3.7	-1.7	0.7%	-3.1%	-0.4%
C=CCN1C(=O)C(Cc2ccc(SC(F)F)cc2)SC1=Nc1ccc(C(=O)O)cc1 (configuration not stated)	2.8%	16.7%	-1.0	8.7%	1.3	1.2	-10.5	-13.0%	?	13.4%
Cc1ccc(CNC(=O)CN(Cc2cccs2)C(=O)C2(C)CC(=O)N=C3C=CC=CN32)cc1 (configuration not stated)	-4.4%	11.0%	-3.4	4.8%[46.1 µM]	5.4	1.0	2.2	5.7%	-5.3%	9.9%
Cc1ccc(SCCC(=O)N2CCC(C)CC2)cc1	-7.1%	?	-18.3	-3.6%[46.1 µM]	-16.8	?	14.0	0.7%	6.0%	nt
Cc1nnc(SCc2nc3ccccc3nc2C)s1	0.8%	10.1%	-4.9	0.6%	-3.1	1.4	9.4	5.1%	1.2%	-3.2%
Cn1c(=NC(=O)CS(=O)(=O)c2ccc(F)cc2)sc2ccccc21	9.0%	16.4%	-7.8	5.3%	20.4	3.0	14.8	0.9%	5.9%	2.3%
C[n+]1ccccc1/C=C/c1ccc(C#N)cc1	10.1%	?	-0.1	0.6%	1.5	0.2	14.6	-0.1%	-0.9%	-9.4%
O=C(NCC(=O)N(Cc1ccccc1)C(C(=O)NCC1CCCO1)c1ccccc1)c1ccco1 (configuration not stated)	-3.2%	?	3.8	-1.1%	-22.8	-2.0	2.1	-0.1%	-4.4%	-10.9%
O=C(CN1CCOCC1)Nc1ccc(-c2nc3ccccc3[nH]2)cc1	18.3%	?	-1.0	2.3%	-14.9	-1.6	-7.8	-1.8%	-0.6%	-4.9%
CS(=O)(=O)N1CCN(c2ccccc2NC(=O)c2ccc([N+](=O)[O-])o2)CC1	?	23.1µM*	-4.7	2.8%	0.0	-0.7	-0.8	3.3%	0.4%	0.6%
O=C(O)c1ccc(/C=N/NC(=O)c2cc(-c3cccs3)nc3ccccc23)cc1	-3.2%	13.3%	-0.9	1.7%[46.1 µM]	-7.8	21.5	19.6	2.8%	0.0%	4.0%
COC(=O)CSc1nnc(Cc2ccccc2)n1-c1ccc(C)cc1	4.3%	?	-6.8	-0.2%[46.1 µM]	-2.7	-0.8	-98.3*	-0.9%	-0.9%	-0.1%
COCCN(C(=O)CSc1nc2ccccc2c(=O)n1CC(C)C)c1c(N)n(Cc2ccccc2)c(=O)[nH]c1=O	3.7%	?	28.0	-2.6%	-5.6	-11.4	-13.9	-1.6%	10.9%	6.1%
Clc1ccc(-c2nnc3sc(Cc4cccs4)nn23)c(Cl)c1	-4.2%	-3.4%	-10.3	1.5%	2.7	12.2	1.1	0.6%	17.3%	5.5%
CCN(CC)C(=O)CSc1nnc(SCc2ccc(Cl)cc2)s1	-8.6%	?	-15.5	-5.0%	-3.6	21.0	8.7	0.1%	9.1%	7.9%
COc1ccc(-n2cc(CNCCc3cnc[nH]3)c(-c3cccc(F)c3)n2)cc1	-13.4%	0.7%	14.5	-6.4%	17.7	-4.7	-26.1	-9.5%	12.9%	5.2%
O=C(CSc1nc(O)cc(=O)n1-c1ccccc1)Nc1ccc2c3c(cccc13)CC2	3.7%	-0.6%	-22.6	-1.2%[46.1 µM]	-3.4	0.6	1.2	-23.1%	27.6%	-0.3%
CC(=O)N(C)c1ccc(NS(=O)(=O)c2cccc3nsnc23)cc1	-19.1%	0.9%	4.3	0.4%	-3.6	1.6	-7.7	-1.4%	0.7%	-0.7%
Cc1noc(C)c1NC(=O)Nc1cccc2c1O[C@H](CN(C)S(=O)(=O)c1ccccc1)[C@@H](C)CN([C@H](C)CO)C2=O	-22.8%	-3.6%	-6.7	0.4%	?	nt	-4.9	2.3%	nt	2.9%
CCc1cc(CNC(=O)CC2C(=O)NCCN2CC2CCCCC2)on1 (configuration not stated)	6.5%	6.8%	0.4	-2.1%	-11.7	1.7	-2.5	3.9%	-1.6%	-2.7%
CCCOC(=O)c1cc2ccccc2oc1=O	-11.3%	?	2.4	0.0%	-7.1	4.3	1.4	3.0%	2.5%	8.1%
CCN(c1ccccc1)S(=O)(=O)c1ccc(C(=O)NCC2(N(C)C)CCCCC2)cc1	-2.0%	18.2%	3.3	-4.0%	19.0	0.9	-0.2	1.5%	-0.9%	3.0%
CCOc1ccccc1N(CC(=O)Nc1cc(OC)ccc1OC)S(C)(=O)=O	?	-4.0%	-7.5	-2.5%	-16.6	1.2	8.6	-4.6%	-7.3%	0.5%
CCCc1ccc2oc(C(=O)N3CCC(C(N)=O)(N4CCCCC4)CC3)c(C)c2c1	0.9%	5.0%	-7.8	-6.2%	5.5	18.6	-48.0	-1.9%	-16.9%	15.0%
O=C(/C=C/c1ccccc1)C1=C(O)C(=O)N(CCO)C1c1ccccc1[N+](=O)[O-] (configuration not stated)	-10.9%	-2.0%	2.1	2.1%	-2.4	2.2	-3.0	3.4%	-2.0%	-3.3%
CSC1=NS(=O)(=O)c2c(C)nn(C)c2S1	-1.1%	-1.9%	-7.4	2.7%	-0.3	-0.8	27.1	-0.1%	8.0%	-1.0%
CCC1Nc2ncnc(N3CCOCC3)c2N(Cc2ccc(Cl)cc2)C1=O (configuration not stated)	0.7%	2.5%	-11.3	0.4%	-4.2	nt	6.8	2.2%	nt	4.3%
CCOc1ccc2nc(NC(=O)C(CC)Sc3nc(C)cc(=O)[nH]3)sc2c1 (configuration not stated)	8.5%	?	6.3	-0.3%	-1.2	1.7	0.3	-0.3%	?	-5.5%
O=C(Cn1c(-c2cscn2)nc2ccccc21)Nc1ccc2ccccc2c1	-4.9%	-26.9%	1.1	-0.8%	-23.9	-1.2	0.6	3.5%	-2.8%	3.9%
c1ccc2[nH]c(SCCN3CCOCC3)nc2c1	8.2%[15.4 µM]	?	-7.7	1.3%	3.5	3.5	-0.2	2.3%	1.2%	12.9%
CCOC(=O)/C=c1\s/c(=C(\C#N)C(=O)OCC)n(-c2ccccc2)c1=O	-5.3%	-19.4%	9.2	0.9%	-2.9	2.1	4.8	-1.6%	1.2%	-1.1%
N#CCCn1cnc2c(=S)nc[nH]c21	2.7%	2.4%	-0.8	4.7%	-14.1	0.0	6.2	1.3%	3.6%	-6.2%
O=C(COC(=O)c1cccc(S(=O)(=O)N2CCOCC2)c1)c1ccccc1	3.9%	15.7%	4.3	4.3%	-7.8	-0.2	7.6	-3.2%	0.7%	-11.0%
O=C(CNS(=O)(=O)c1ccccc1)OCC(=O)c1ccc(Br)cc1	1.3%	13.8%	-5.0	1.1%	2.9	-0.2	-7.2	0.9%	2.2%	5.1%

Source: PubChem
